Source: PubChem BioAssay (several laboratories)
NPY-Y2 antag = NPY-Y2 receptor antagonists, primary screen, cell-based; Neuropeptide Y receptor type 2 (Homo sapiens), P49146; NPY-Y2 expressing cells, antagonist mode; inhibition, % at 2.7 µM; 140,000 compounds, 0.99% hits; in the data active = inhibition above about 17%;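 note: 0% = vehicle with agonist challenge and 100% = reference antagonist with challenge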
Target sequence (P49146 whole entry, looked up): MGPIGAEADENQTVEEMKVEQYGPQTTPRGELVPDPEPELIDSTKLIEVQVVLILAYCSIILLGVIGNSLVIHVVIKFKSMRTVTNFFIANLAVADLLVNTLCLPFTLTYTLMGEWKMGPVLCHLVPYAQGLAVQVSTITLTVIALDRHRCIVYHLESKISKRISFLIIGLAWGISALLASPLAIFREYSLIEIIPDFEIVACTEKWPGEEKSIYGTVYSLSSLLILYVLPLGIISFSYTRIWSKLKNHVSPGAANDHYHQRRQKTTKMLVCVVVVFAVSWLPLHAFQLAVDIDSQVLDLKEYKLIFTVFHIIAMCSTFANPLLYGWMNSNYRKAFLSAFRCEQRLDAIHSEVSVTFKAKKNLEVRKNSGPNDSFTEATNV
GALR2 blocker = GALR2 antagonists in receptor-expressing cells, primary screen; Galanin receptor type 2 (Homo sapiens), O43603; inhibition, % at 4 µM; 140,000 compounds, 0.39% hits; antagonist mode; in the data active = inhibition above about 27%;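 note: cells stimulated with galanin 1-16 at roughly its EC80; 0% = agonist challenge control and 100% = basal control without agonist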
Target sequence (O43603 whole entry, looked up): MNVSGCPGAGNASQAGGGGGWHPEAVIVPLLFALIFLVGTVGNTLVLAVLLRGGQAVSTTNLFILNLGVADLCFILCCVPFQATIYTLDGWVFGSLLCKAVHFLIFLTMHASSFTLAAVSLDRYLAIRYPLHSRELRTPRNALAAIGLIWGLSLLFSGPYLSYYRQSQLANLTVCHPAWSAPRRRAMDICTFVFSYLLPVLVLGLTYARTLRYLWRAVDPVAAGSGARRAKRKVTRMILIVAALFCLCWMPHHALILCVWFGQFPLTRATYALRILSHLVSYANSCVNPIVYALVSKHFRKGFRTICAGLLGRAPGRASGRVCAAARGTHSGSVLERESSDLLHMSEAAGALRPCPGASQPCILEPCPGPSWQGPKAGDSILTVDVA
Phagocyt inh = inhibitors of macrophage phagocytosis, primary screen, imaging, J774A.1 cells, IgG beads. J774A.1 macrophage IgG-bead phagocytosis. inhibition, % at 5 µM. 110,000 compounds, 0.07% hits. AID 1029, 2008;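 active = inhibition above the mean of the plate negative controls plus 5 SD, cut at about 13% in these data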;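 note: phagocytic index as fraction of beads internalized from green versus red external bead signal; plate controls were DMSO negative control for no effect and cytochalasin-D positive control for full effect; some results beyond the cut were filed as inactive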
HCT116 bCat-KO = primary screen for growth suppressors in beta-catenin knockout HCT116 cells (colon tumor, human). HCT116 beta-catenin knockout viability, CellTiter-Glo, 60 h; active compounds read low. viability, % at 10 µM. 140,000 compounds, 1.5% hits;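 active = viability at or under a set limit, the compound median less 4 SD, cut at about 6% in these data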;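 note: 0% = Hyamine 1622 control at 20 µM and 100% = untreated cell control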
Yeast life ext = compounds extending yeast replicative lifespan, primary screen, S. cerevisiae, OD615; S. cerevisiae growth with nicotinamide; deaD strain in restrictive glucose medium; AID 775, 2007; inhibition of the nicotinamide effect, % at 10 µM; 130,000 compounds, 0.68% hits;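 active = inhibition above a set limit, placed 3 SD over the median of all compounds, cut at about 26% in these data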;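 note: 0% = nicotinamide-treated wells and 100% = cells grown without nicotinamide; some compounds called inactive have numbers as strong as hits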
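Measured by: optical density (absorbance) at 615 nm; System: modified budding yeast, DeaD strain; Medium: restrictive CSMM-D dextrose medium; Timing: 4 h preincubation then 48 h treatment at 30 °C.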
Yeast growth inh = growth inhibitors of yeast BB579 in restrictive medium, primary screen, yeast lifespan-shortening project, S. cerevisiae. OD615, 48 h. inhibition, % at 10 µM. 140,000 compounds, 0.51% hits;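 active = inhibition above a set limit, 3 SD over the mean compound inhibition, cut at about 44% in these data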; note: inactives centre near -24
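Test system: S. cerevisiae DeaD strain BB579 yeast; Medium: restrictive CSMM-D medium; Compound: one dose, 10 µM compound with 0.25% DMSO; Incubation: 4 h cell preincubation, 48 h compound exposure, 30 °C humidified; Signal: OD at 615 nm; Benchmarks: amphotericin B at 10 µg/mL as positive control.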
MRP1 act = H69AR viability gain despite doxorubicin, primary screen, MRP-1 activator project, H69AR cells, CellTiter-Glo; viability rescue; viability increase, % at 10 µM; 140,000 compounds, 0.61% hits;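 active = viability gain under doxorubicin at or above a set limit, the compound median plus 3 SD, cut at about 4.7% in these data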;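 note: MRP-1 overexpressing cells given doxorubicin 25 µM after compound pretreatment; 18-22 h compound pretreatment then 72 h with doxorubicin before readout; 0% = doxorubicin-only wells and 100% = vehicle-treated cells without doxorubicin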
E-sel TNF inh = E-selectin induction blockers in HUVEC – imaging, immunofluorescence, high content, primary screen. AID 1246, 2008. HUVEC TNFa-induced E-selectin immunofluorescence. 120,000 compounds, 0.71% hits. inhibition, % at 2 µM;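 active = inhibition above the batch mean plus 3 SD, and confirmed as a hit on visual image review, cut at about 43% in these data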;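 note: 0% = TNF-stimulated DMSO wells and 100% = unstimulated control wells; not every result past the cut was called active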
Measles CPE = compounds protecting cells from measles virus cytopathic effect, primary screen, measles RdRp inhibitor project, single point, MLSMR library, absorbance; Measles virus-infected cells, CPE protection; protection (pct of control), % at 4 µM; 140,000 compounds, 1.5% hits; in the data active = protection mostly above about 24%, no sharp cut-off; inactive = mostly below about 26%; note: some compounds called inactive have numbers as strong as hits
PTEN del growth = growth suppression of PTEN-null HCT116, primary screen, cell-based, CellTiter-Glo. HCT116 PTEN-null viability, 60 h; active compounds read low. viability, % at 10 µM. 140,000 compounds, 1.2% hits;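 active = viability at or below a set limit, 4 SD under the median of all tested compounds, cut at about 3.7% in these data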;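 note: PTEN knockout HCT116 line with beta catenin targeted HCT116 as companion control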
Starred values were filed as active, the others as inactive; . = no result given.

SMILES	NPY-Y2 antag	GALR2 blocker	Phagocyt inh	HCT116 bCat-KO	Yeast life ext	Yeast growth inh	MRP1 act	E-sel TNF inh	Measles CPE	PTEN del growth
O=S(=O)(Nc1c(S(=O)(=O)c2ccccc2)c2nc3ccccc3nc2n1C1CCCCC1)c1ccccc1	1	-10	-8	93	27*	-9	-3.4	4	6	95
COCc1nnc(NC(=O)CSc2ccc(C)cc2)s1	9	-5	-2	98	-17	-54	-3.9	.	23*	93
CCOC(=O)c1oc2ccc(CNC(C)(C)C)c(Cl)c2c1C	5	1	.	66	.	-30	-3.9	17	8	75
Cc1nn(Cc2ccc(Cl)cc2)c(C)c1NC(=O)CSc1nc2c(c(C(F)(F)F)n1)CCc1ccccc1-2	-1	-15	.	15	-5	-29	0.7	-45	3	3.5*
CCOC(=O)c1sc(C)c2c(=O)n(CC)nnc12	1	9	-1	108	-10	-25	1.7	1	9	115
Cc1ccc(S(=O)(=O)Nc2cc(-c3nn(C)c(=O)c4ccccc34)ccc2N2CCOCC2)cc1	4	1	-1	17	-8	-13	-5.1	15	9	14
C=CCn1c(SCc2nc3cc(C(F)(F)F)ccc3c(=O)[nH]2)nc2sc(CC)cc2c1=O	-1	-14	2	63	-2	-24	-2.3	.	16	59
CCNC(=O)/C=C1\NC(C)(C)Cc2c1ccc1ccccc21	2	-20	-1	83	-3	-16	-2.1	13	12	77
CN(C)Cc1cc(C(C)(C)c2cc(CN(C)C)c(O)c(CN(C)C)c2)cc(CN(C)C)c1O	1	12	.	94	-3	-12	-2.2	-26	6	94
CC(=O)c1c(COC(=O)c2ccccc2)nc2ccccc2[n+]1[O-]	1	3	1	95	-14	-36	-0.8	11	7	95
Clc1ccc(CNC23CN4CN(CN(C4)C2)C3)c(Cl)c1	0	-3	-4	96	3	-38	0.6	0	3	100
c1coc(-c2nc3c([nH]2)CCc2nonc2-3)c1	1	8	-2	99	-3	-55	-0.1	.	4	98
CCN1C(=O)c2cccc3c(S(=O)(=O)NCc4ccco4)ccc1c23	1	5	.	55	-7	-27	-5.2	9	16	54
COc1ccc(/C=C/C(=O)NCCc2ccc(OC)c(OC)c2)cc1	0	8	-9	101	-4	-8	-0.9	.	18	99
CC(C)NC(=O)CN(C)S(=O)(=O)c1ccc(F)cc1	6	-12	1	107	-14	-23	-0.9	29	.	94
OCc1nc2ccccc2n1CC(O)COc1ccccc1 (configuration not stated)	4	0	0	91	-11	-36	-2.4	42	29*	105
COCCNc1nc2c(c(=O)n(C)c(=O)n2C)n1Cc1cccc(C(F)(F)F)c1	9	11	1	83	-6	-50	-1.3	-5	14	79
CCN(CC)C(=O)CSc1nc(N)c(C#N)c(-c2cccs2)c1C#N	2	-1	.	87	.	-37	-1.9	-13	3	86
O=C(CSc1nnc(CNc2ccc(F)cc2)n1Cc1ccco1)N1CCCC1	2	12	0	84	-13	11	-1.0	-7	13	98
CCC(c1nnnn1Cc1ccc2c(c1)OCO2)N1CCN(c2ccc(OC)cc2)CC1 (configuration not stated)	10	0	0	78	1	-4	-5.0	10	2	83
CCCCCc1nnc(N)s1	1	-10	-1	86	-4	-5	0.4	.	7	89
COc1ccc(-c2noc(CCC(=O)N3CCC(C)CC3)n2)cc1	9	10	0	99	-6	-26	0.1	15	18	108
O=C(NCc1ccccn1)c1cc(-c2ccccc2)on1	0	0	-2	104	-28	-30	0.5	-17	8	95
Cc1ncc([N+](=O)[O-])n1CCOC(=O)c1ccccc1	1	-3	-6	99	3	-14	-0.1	.	8	93
O=C(Nc1nc(-c2ccccn2)cs1)C1COc2ccccc2O1 (configuration not stated)	4	-5	.	7	-6	93*	0.2	-38	4	12

The list continues:
SMILES	NPY-Y2 antag	GALR2 blocker	Phagocyt inh	HCT116 bCat-KO	Yeast life ext	Yeast growth inh	MRP1 act	E-sel TNF inh	Measles CPE	PTEN del growth
Clc1ccc2oc(-c3ccccn3)nc2c1	2	-1	1	81	-8	36	-0.8	12	6	70
O=C(CSc1nc2ccccc2c(=O)n1CCCN1CCOCC1)Nc1cccc(S(=O)(=O)N2CCCCCC2)c1	6	17	2	47	0	-38	-2.3	.	8	36
CCN(CC)S(=O)(=O)c1ccc(C(=O)OCn2c(SC)nnc(C)c2=O)cc1	-2	0	-3	91	0	-23	-0.5	-4	19	93
Cc1ccc(OCC(=O)N2CCN(S(=O)(=O)c3ccc(Cl)cc3)CC2)c([N+](=O)[O-])n1	1	-6	8	84	1	-41	-3.0	-25	4	84
Cc1cc(C)cc(NC(=O)C(c2ccccc2)N2CCCC2)c1 (configuration not stated)	13	-3	-2	58	2	8	-1.0	3	8	63
Cc1nc2ccccc2c2c1C(=O)N(C(C)C)C2=O	1	-9	-2	90	-10	-61	-0.6	1	26	91
COCCOC(=O)c1c(C)oc2cc(Br)c(OCC(N)=O)cc12	8	1	-7	89	-3	-17	0.0	.	16	97
CC(C)c1ccc(-c2nnn(Cc3nc4ccccc4s3)n2)cc1	23*	0	-1	80	0	-26	0.0	-3	4	71
O=c1[nH]c(-c2ccc(F)cc2)nc2c1sc(=S)n2-c1ccccc1	3	8	-11	87	-2	-20	-3.2	.	16	74
O=C(Nc1cccnc1)c1ccc(Oc2ccccc2)cc1	3	-22	-1	83	-16	-20	-1.8	10	15	91
COc1ccc(-c2nc(CCNC(=O)c3cccs3)cs2)cc1	4	-2	-1	64	-12	-3	-2.1	-7	4	47
COc1ccccc1C1(O)CCN(C(=O)c2cccs2)CC1	1	-3	-2	103	-13	-37	-1.4	-17	18	92
COc1cc(C(=O)N(Cc2cccc(Cl)c2)C2CCS(=O)(=O)C2)cc(OC)c1OC (configuration not stated)	1	-14	-1	101	-9	-17	-2.5	23	4	104
COCCn1nnnc1CN1CCC(C)CC1	1	7	.	91	.	7	-0.2	2	2	97
CC(/C=N/NC(=O)CN1CCN(Cc2ccc(Cl)cc2)CC1)=C\c1ccco1	3	-8	-2	41	-2	-69	0.3	9	8	47
CC1CC(OCC(O)CN2CCOCC2)CC(C)(C)C1 (configuration not stated)	4	-18	-6	85	-3	-50	-0.9	6	6	97
CCc1nc(SC)[nH]c(=O)c1C	2	1	-2	110	-20	22	-1.2	-17	13	99
COc1cc2cc(C(=O)O)[nH]c2c(OC)c1OC	2	1	0	105	0	-43	0.9	0	1	107
CCN(CC)c1ccc(/C=N/n2c(=S)[nH]nc(C)c2=O)cc1	4	2	-2	94	-4	-24	-3.2	16	16	88
CC1=C(C(=O)OCC2CCCO2)C(c2ccc(C)o2)C2=C(CC(c3ccc(N(C)C)cc3)CC2=O)N1 (configuration not stated)	-1	-1	0	99	-5	-10	-1.2	-3	4	78
CCOC(=O)N1CCC(N2C(=O)c3ccccc3C2Nc2c(C)cccc2C)CC1 (configuration not stated)	11	-2	0	74	-12	-23	-0.9	.	5	72
CCc1ccccc1NS(=O)(=O)c1ccc2c(c1)NC(=O)CC(=O)N2	4	11	-9	96	3	-25	-1.6	.	37*	95
CSCc1nnc(NC(=O)c2ccc(S(=O)(=O)N(CC(C)C)CC(C)C)cc2)o1	1	4	3	9	-6	-39	-1.6	.	7	11
Cc1cccc(NC(=S)N(CCN(C)C)C(C)c2ccccn2)c1 (configuration not stated)	3	9	0	95	-7	-17	0.3	6	16	100
COc1ccc(NC(=O)CN(Cc2ccccc2)S(C)(=O)=O)cc1OC	1	-9	10	97	0	2	-1.1	.	34	99

3 consecutive compounds already listed, for reference:
SMILES	NPY-Y2 antag	GALR2 blocker	Phagocyt inh	HCT116 bCat-KO	Yeast life ext	Yeast growth inh	MRP1 act	E-sel TNF inh	Measles CPE	PTEN del growth
Cc1ccc(OCC(=O)N2CCN(S(=O)(=O)c3ccc(Cl)cc3)CC2)c([N+](=O)[O-])n1	1	-6	8	84	1	-41	-3.0	-25	4	84
Cc1cc(C)cc(NC(=O)C(c2ccccc2)N2CCCC2)c1 (configuration not stated)	13	-3	-2	58	2	8	-1.0	3	8	63
Cc1nc2ccccc2c2c1C(=O)N(C(C)C)C2=O	1	-9	-2	90	-10	-61	-0.6	1	26	91

A second format for four compounds above:
CC(C)c1ccc(-c2nnn(Cc3nc4ccccc4s3)n2)cc1
  NPY-Y2 antag = 23*	GALR2 blocker = 0	Phagocyt inh = -1	HCT116 bCat-KO = 80	Yeast life ext = 0	Yeast growth inh = -26	MRP1 act = 0.0	E-sel TNF inh = -3	Measles CPE = 4	PTEN del growth = 71

O=c1[nH]c(-c2ccc(F)cc2)nc2c1sc(=S)n2-c1ccccc1
  NPY-Y2 antag = 3	GALR2 blocker = 8	Phagocyt inh = -11	HCT116 bCat-KO = 87	Yeast life ext = -2	Yeast growth inh = -20	MRP1 act = -3.2	E-sel TNF inh = .	Measles CPE = 16	PTEN del growth = 74

O=C(Nc1cccnc1)c1ccc(Oc2ccccc2)cc1
  NPY-Y2 antag = 3	GALR2 blocker = -22	Phagocyt inh = -1	HCT116 bCat-KO = 83	Yeast life ext = -16	Yeast growth inh = -20	MRP1 act = -1.8	E-sel TNF inh = 10	Measles CPE = 15	PTEN del growth = 91

COc1ccc(-c2nc(CCNC(=O)c3cccs3)cs2)cc1
  NPY-Y2 antag = 4	GALR2 blocker = -2	Phagocyt inh = -1	HCT116 bCat-KO = 64	Yeast life ext = -12	Yeast growth inh = -3	MRP1 act = -2.1	E-sel TNF inh = -7	Measles CPE = 4	PTEN del growth = 47

(listing goes on)
SMILES	NPY-Y2 antag	GALR2 blocker	Phagocyt inh	HCT116 bCat-KO	Yeast life ext	Yeast growth inh	MRP1 act	E-sel TNF inh	Measles CPE	PTEN del growth
COc1ccccc1N1CCN(C(=O)CSc2nc(C)cc(=O)[nH]2)CC1	9	4	4	96	-4	-22	-1.3	23	17	98
CCn1cc(C(=O)NC2CCCCC2)c(=O)c2cc(S(=O)(=O)N(C)C)ccc21	1	6	0	98	-7	5	-1.9	-16	19	102
CCCCN(C(=O)c1ccco1)c1nnc(-c2cc(OC)c(OC)c(OC)c2)s1	2	10	2	87	-10	-27	-1.2	4	15	90
O=C(N/N=C/c1ccco1)C1CC1(c1ccccc1)c1ccccc1 (configuration not stated)	3	6	-7	90	1	1	-0.1	.	2	91
O=C1CCCc2c1nn(-c1ccccc1)[n+]2[O-]	0	-4	-2	95	-1	-34	0.9	-6	15	93
CCCS(=O)(=O)c1c(S(=O)(=O)CCC)c2c(N)cccn2c1C(=O)c1ccccc1	2	-12	-1	88	-6	-60	-1.1	16	7	90
